WRN helicase inh = WRN helicase (human) inhibition | WRN helicase unwinding, fluorescent forked duplex, kinetic | Potency, µM (top dose mostly 114 µM), for inactives: at the highest dose activity change, negative = inhibition, actives largely listed as inhibitors | hit rate 0.46% among 360,000; further: potency means the concentration at half of the fitted maximal effect; on the % scale 0 is the no-effect control and ±100 the full control effect; nearly all actives have a fitted effect of over 55% in size
Target sequence (Q14191 whole entry, looked up): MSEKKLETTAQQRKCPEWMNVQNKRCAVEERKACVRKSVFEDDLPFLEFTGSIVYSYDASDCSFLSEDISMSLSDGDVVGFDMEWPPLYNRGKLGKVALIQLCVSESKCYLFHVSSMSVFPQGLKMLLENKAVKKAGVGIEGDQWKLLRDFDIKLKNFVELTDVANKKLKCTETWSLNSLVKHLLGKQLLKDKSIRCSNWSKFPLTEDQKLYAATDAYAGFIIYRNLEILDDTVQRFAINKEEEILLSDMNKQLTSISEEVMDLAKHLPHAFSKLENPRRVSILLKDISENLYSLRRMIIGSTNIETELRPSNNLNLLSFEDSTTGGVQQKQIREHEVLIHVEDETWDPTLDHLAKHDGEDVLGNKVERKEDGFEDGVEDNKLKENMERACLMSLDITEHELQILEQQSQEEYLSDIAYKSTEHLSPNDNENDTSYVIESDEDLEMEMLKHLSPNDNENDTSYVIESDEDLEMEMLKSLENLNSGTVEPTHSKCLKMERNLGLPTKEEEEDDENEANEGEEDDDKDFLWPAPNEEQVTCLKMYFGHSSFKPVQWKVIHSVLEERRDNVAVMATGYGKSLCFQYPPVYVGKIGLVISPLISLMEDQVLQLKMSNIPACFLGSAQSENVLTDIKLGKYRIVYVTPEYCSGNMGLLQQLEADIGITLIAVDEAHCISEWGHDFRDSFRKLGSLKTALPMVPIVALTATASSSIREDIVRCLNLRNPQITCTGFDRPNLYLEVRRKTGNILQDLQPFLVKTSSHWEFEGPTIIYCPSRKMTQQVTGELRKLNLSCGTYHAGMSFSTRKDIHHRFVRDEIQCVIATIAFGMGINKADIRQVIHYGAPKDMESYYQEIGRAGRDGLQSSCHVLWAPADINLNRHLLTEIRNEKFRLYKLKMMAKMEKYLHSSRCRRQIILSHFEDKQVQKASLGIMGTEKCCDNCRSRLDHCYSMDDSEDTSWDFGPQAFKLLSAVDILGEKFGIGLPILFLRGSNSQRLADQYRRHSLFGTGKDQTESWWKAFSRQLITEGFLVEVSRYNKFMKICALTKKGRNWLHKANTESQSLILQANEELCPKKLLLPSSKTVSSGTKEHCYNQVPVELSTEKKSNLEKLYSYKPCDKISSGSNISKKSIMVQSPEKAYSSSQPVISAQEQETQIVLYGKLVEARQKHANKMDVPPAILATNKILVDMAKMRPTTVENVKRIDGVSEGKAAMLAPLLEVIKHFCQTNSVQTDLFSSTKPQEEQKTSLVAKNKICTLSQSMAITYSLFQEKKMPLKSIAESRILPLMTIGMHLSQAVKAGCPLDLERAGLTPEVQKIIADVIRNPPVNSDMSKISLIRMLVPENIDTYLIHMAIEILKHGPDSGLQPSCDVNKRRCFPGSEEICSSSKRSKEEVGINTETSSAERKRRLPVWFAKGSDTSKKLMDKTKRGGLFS
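Kinetic fluorescence helicase assay: unwinding of a quenched forked DNA duplex (100 nM final) with 2 mM ATP final raises red fluorescence (525/598 nm). Compounds sat 15 min at room temperature with 20 nM WRN beforehand.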
ATXN2 expr inh = reduces ATXN2 reporter expression in HEK-293 cells; HEK-293 ATXN2-luciferase reporter, luminescence, 24 h; Potency, µM (series often up to 57 µM), for the others: top-dose activity change, negative = inhibition, hits mostly inhibitors; hit rate 0.72% among 360,000; AID 1745845; further: potency means the concentration at half of the fitted maximal effect; on the % scale 0 is the no-effect control and ±100 the full control effect; nearly all actives have a fitted effect of over 55% in size
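ATXN2-luciferase reporter cells (luciferase flanked by upstream and downstream ATXN2 gene portions) were treated 24 h at 37 °C with compounds at up to 57 uM. SteadyGlo luminescence gave expression; GF-AFC fluorescence gave viability.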
KB-V1 MDR tox = KB-V1 MDR subline cytotoxicity; hit rate 3.4% among 400,000; AID 1347076; Potency, µM (doses to about 46.1 µM), inactives show at the top dose activity change, negative = cytotoxicity, usual class: cytotoxic; KB-V1 MDR cells viability, CellTiter-Glo, 72 h; further: potency means the concentration at half of the fitted maximal effect; on the % scale 0 is the no-effect control and ±100 the full control effect; nearly all actives have a fitted effect of over 60% in size
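Cytotoxicity via CellTiter-Glo luminescence after 72 h compound exposure at 37 degrees C. Cells: drug-selected KB-V1 line, DMEM phenol-red free plus 10% FBS. Compounds tested at multiple concentrations; normalized data fitted to concentration-effect curves.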
MCF10A rereplic = DNA re-replication induction in MCF 10a cells; Potency, µM (series often up to 46.1 µM), inactives show at the top dose activity, positive = re-replication, actives largely listed as activators; hit rate 2.9% among 350,000; AID 624296; MCF 10A DNA re-replication, Hoechst nuclear intensity, 48 h; further: potency means the concentration at half of the fitted maximal effect; % of control where 0% means no effect; nearly all actives have a fitted effect of over 50% in size
IL-1B inflam inh = blocks inflammasome-driven IL-1 beta release | THP-1 LPS/ATP IL-1B secretion, AlphaLISA, 16 h; hits give low values | activity change, % at 57.5 µM | hit rate 4.7% among 360,000; in the data active means activity change below about -50%; inconclusive means mostly about -30% to -49%; further: on the % scale 0 is the no-effect control and ±100 the full control effect
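Secreted IL-1B measured by AlphaLISA bead assay after 16 h compound exposure of THP-1 cells; compounds (final up to 57.5 uM) added 1 h before LPS (250 ng/mL) and ATP (1.25 mM) stimulation; lower signal means less secretion.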
HT1080 IDH1KD tx = HT-1080 IDH1 knockdown cell toxicity (counter line). AID 686971. HT-1080 IDH1 knockdown viability, ATP luminescence, 48 h. hit rate 2% among 360,000. Potency, µM (top dose mostly 46.1 µM), inactives show at the top dose activity, negative = toxicity, hits mostly cytotoxic;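 further: potency means the concentration at half of the fitted maximal effect; 0% = DMSO wells and -100% = cell-free medium wells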
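Viability of IDH1-knockdown HT-1080 fibrosarcoma cells was assessed by CellTiter-Glo after 48 h at 37 °C with titrated compound; concentration-effect curves were classified by fit quality and response size.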
KB-3-1 cytotox = kills parental KB-3-1 adenocarcinoma cells; KB-3-1 viability, CellTiter-Glo ATP luminescence, 72 h; Potency, µM (top dose mostly 46.1 µM), without a hit: at the highest dose activity change, negative = cytotoxic, actives largely listed as cytotoxic; hit rate 1.4% among 400,000; further: potency means the concentration at half of the fitted maximal effect; on the % scale 0 is the no-effect control and ±100 the full control effect; nearly all actives have a fitted effect of over 60% in size
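Cytotoxicity measured as CellTiter-Glo luminescence after 72 h at 37 C. Compound titrations were pinned onto drug-naive KB-3-1 parental adenocarcinoma cells grown in DMEM with 10% FBS, and normalized data fitted to concentration-response curves.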
HT1080NT lethal = kills 2HG-producing HT-1080-NT fibrosarcoma cells; HT-1080-NT fibrosarcoma viability, CellTiter-Glo ATP luminescence, 48 h; Potency, µM (series often up to 46.1 µM), without a hit: at the highest dose activity, negative = less viability, usual class: cytotoxic; hit rate 1.6% among 360,000; AID 686970;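 further: NT is the 2HG producing partner of a matched IDH1 knockdown line; potency means the concentration at half of the fitted maximal effect; 0% = DMSO-treated cells and -100% = media-only wells without cells; nearly all actives have a fitted effect of over 55% in size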
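Read-out is CellTiter-Glo luminescence after 10 minutes at room temperature, following 48 hours' compound treatment of HT-1080-NT cells (750 cells/well, RPMI, 5% FBS, 37 degrees C).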
SW480 rerep = inducers of DNA re-replication in SW480 colon cancer cells; Potency, µM (top dose mostly 46.1 µM), without a hit: at the top dose re-replication activation, usual class: activators; hit rate 1.8% among 340,000; SW480 DNA re-replication, Hoechst DNA content imaging, 48 h; AID 624297; further: potency means the concentration at half of the fitted maximal effect; % of control where 0% means no effect; nearly all actives have a fitted effect of over 55% in size
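Image-based read-out: total Hoechst fluorescence of nuclei (405 nm excitation, 500-530 nm emission), with hits raising the fraction of high-intensity nuclei. SW480 colon cells incubated 48 hr with compounds at 37 C.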
Starred values were filed as active, the others as inactive; u = inconclusive; x = no result given; & = joins results of further samples; [ ] = dose if it differs, or a comment. Unless noted, the call rests on the fitted dose curve; in most records, active means well fitted curve in the direction sought with a large enough effect; inconclusive means small, poorly fitted or top-dose-only effect, or another doubt; inactive means no such curve, though single readings can be large; an effect the other way counts as inactive or inconclusive.

Each structure is followed by: WRN helicase inh	ATXN2 expr inh	KB-V1 MDR tox	MCF10A rereplic	IL-1B inflam inh	HT1080 IDH1KD tx	KB-3-1 cytotox	HT1080NT lethal	SW480 rerep
> Cc1oc(-c2ccccc2Cl)nc1CN1CCCC1c1ccc(F)cc1 (stereo not drawn)
 : -6%	2%	u	2%	11	-5%	0%	0%	6%
> Cc1ccc(-c2nn(-c3cccc(F)c3)cc2CNCc2cccnc2)o1
 : 3%	4%	-5%	13%	u	-16%	-4%	-17%	0%
> CCCOc1ccc(C2C(C(=O)c3ccc(C)o3)=C(O)C(=O)N2Cc2ccco2)cc1OCC (stereo not drawn)
 : -12%	1%	-30%	6%	-5	1%	-14%	14%	-9%
> COc1ccc(NC(=O)N(C)C[C@@H]2OCc3cn(nn3)CCCC(=O)N([C@H](C)CO)C[C@H]2C)cc1
 : 6%	5%	10%	x	5	5%	8%	3%	x
> CC(C)CCNS(=O)(=O)c1cc2c3c(c1)CCN3C(=O)CC2
 : -11%	x	18%	1%	8	0%	4%	-1%	-2%
> O=C1CCCC2=C1C(c1ccc(O)cc1)c1c(ccc3ccccc13)N2 (stereo not drawn)
 : 10%	3%	11%	16µM*	-17	-18%	1%	-28%	u
> CCn1c2ccc(F)cc2c2nc3ccccc3nc21
 : -4%	-6%	-14%	u	-24	-28%	0%	-1%	25%
> C=CCn1c2ccccc2c2nnc(SCC(=O)OCN3C(=O)c4ccccc4C3=O)nc21
 : -1%	3%	19%	u	5	2%	0%	-6%	-10%
> O=C(Nc1ccc(Br)cc1)c1csc(-c2ccncc2)n1
 : u	-22%[11.3 µM]	-22%	12%	-13	-6%	-2%	-15%	-15%
> CCOc1ccc(N(C(C)C(=O)N/N=C(\C)C(C)(C)C)S(C)(=O)=O)cc1 (stereo not drawn)
 : 14%	-1%	-1%	7%	14	0%	-3%	4%	-143%[inhibitor]
> O=C(NC1CCCCC1)C(c1ccc2ncccc2c1)N(Cc1ccccc1)C(=O)c1cccs1 (stereo not drawn)
 : -10%	-15%	23µM*	u	-69*	u	9%	u	u
> CCOC(=O)CC(=O)CSc1nc(C)cc(C)c1C#N
 : -15%	0%	u	0%	4	-3%	0%	-5%	19%
> O=C(COc1ccc(S(=O)(=O)N2CCCC2)cc1Cl)NCc1ccc2c(c1)OCO2
 : -24%	-6%	-18%	7%	-10	0%	-5%	-1%	-1%
> Cc1c(C(=O)NCc2ccccc2)sc(=O)n1Cc1ccccc1F
 : 9%[57.1 µM]	-27%	u	x	-28	1%	11%	3%	x
> CN(C(=O)Nc1ccccc1)C1CCCCC1
 : 11%	12%	11%	0%	-9	8%	5%	15%	-14%
> O=c1c2cc(Br)ccc2nc2n1CCCCC2
 : -1%	25%	-5%	24%	11	3%	1%	-4%	-2%
> C=CCn1c(C)c(C(C)=O)c(N2CCN(c3ccccc3)CC2)nc1=S
 : -1%	0%	12%	-9%	-8	4%	-7%	-5%	-1%
> CCOC(=O)C(C)(C)Oc1cccc2c1S(=O)(=O)c1ccccc1-2
 : -3%	12%	-10%	-2%	-1	2%	2%	7%	-14%
> COc1ccc(/C=N/NC(=O)c2ccncc2)cc1CN1CCN(c2ccc(F)cc2)CC1
 : -1%	-20%	-11%	0%	-4	-7%	-1%	-11%	8%
> COC(=O)N1CCc2c(sc(NC(=O)C3=COCCO3)c2C#N)C1
 : -9%	6%	u	2.1µM*	4	3.7µM*	2.3µM*	4.6µM*	1.5µM*
> CN(Cc1ccccc1)C(=O)c1ccccc1NC(=O)c1ccccc1
 : -4%	-3%	23µM*	0%	6	3%	7%	5%	-3%
> Cc1c(C(=O)N2CCN(CC(=O)Nc3ccccc3Cl)CC2)oc2ccc(Br)cc12
 : 2%	7%	-12%	23µM*	7	7%	12%	5%	-11%
> Cc1cccc(-n2c(SCc3ccc([N+](=O)[O-])cc3)nnc2-c2c[nH]c3ccccc23)c1
 : -3%	x	u	1%	40	-14%	3%	-18%	-62%[inhibitor]
> Cn1c(CN2CCCCC2)nc2cc(NC(=O)c3cccs3)ccc21
 : 4%	24%	-17%	11%	-7	4%	6%	-1%	-5%
> C#CCOC(=O)CCCNc1ccc([N+](=O)[O-])cc1[N+](=O)[O-]
 : -21%	5%	-2%	1%	1	5%	-15%	7%	-9%
> COc1ccc(CCNC(=O)CSc2nc(O)c(CCC(C)C)c(=O)[nH]2)cc1OC
 : -7%	0%	4%	15%	35	-12%	23%	0%	29%
> CN1C(=O)CC(N2CCC(c3nc4ccccc4s3)CC2)C1=O (stereo not drawn)
 : 2%	-1%	2%	4%	35	1%	-1%	6%	-2%
> CCN(C[C@H]1N[C@@](Cc2ccccc2)(C(=O)OC)[C@H]2C(=O)N(Cc3ccccc3)C(=O)[C@@H]12)C(=O)Nc1ccc(Cl)cc1
 : -1%	-16%	u	u	-13	u	u	u	18µM*
> Cc1ccccc1N(CC(=O)N1CCN(Cc2ccccc2)CC1)S(C)(=O)=O
 : 4%	x	-24%	x	-8	2%	-14%	0%	x
> N/C(=N\OC(=O)c1ccc2c(c1)OCO2)c1cccnc1
 : -13%	-8%	0%	-1%	6	-5%	0%	-2%	-6%
> CCCCCOc1ccc(CN2CCOCC2)cc1Cl
 : -7%	17%	-17%	17%	-22	-15%	-2%	-11%	0%
> C=CCc1ccc(OCCOCCNCCOC)c(OC)c1
 : 2%	-3%	-6%	-2%	-20	6%	10%	-6%	-5%
> O=[N+]([O-])c1ccc(N2CCN(c3ccc(Cl)nn3)CC2)cc1NC1CC1
 : 2%	2%	-10%	-1%	15	8%	14%	10%	-12%
> COC(=O)NCC(c1ccc2c(c1)OCO2)N1CCN(c2ccccc2)CC1 (stereo not drawn)
 : -6%[57.1 µM]	-5%	13%	-2%	14	8%	24%	3%	-41%[inhibitor]
> CC(=O)Nc1cc(NC(C)=O)c(CC(C)C)s1
 : 19%	16%	3%	-4%[9.22 µM]	17	-19%	0%	-1%	-1%
> COc1ccc(C(=O)COC(=O)c2ccc(Cl)nc2)c(OC)c1
 : -26%	7%	4%	-4%	0	0%	-3%	9%	0%
> CC(=O)c1c(Cl)nc2cccc3c2c1-c1ccccc1C3=O
 : -7%[57.1 µM]	-12%	8%	-27%	u	13%	-2%	-1%	7%[1.84 µM]
> S=c1[nH]cc(-c2ccccc2)n1-c1ccccc1Cl
 : 4%	18%	13µM*	8%	-10	-1%	-22%	7%	-3%
> Cc1cccc(C(=O)OCc2cncs2)c1
 : 3%	18%	16%	0%	3	30%	8%	11%	-4%
> COC(=O)[C@@H](Cc1ccccc1)NC(=O)Cn1cc(C)c(=O)[nH]c1=O
 : -6%	9%	0%	-3%	0	-1%	0%	-3%	-4%
> Cc1ccc(NC(=O)/C=C/c2ccc(S(=O)(=O)N3CCOCC3)cc2)cc1S(=O)(=O)N(C)C
 : -3%	28µM*	-4%	13%	-5	26µM*	u	u	u
> CC(C(=O)c1ccccc1)[n+]1cccc(Br)c1 (stereo not drawn)
 : 8%	-7%	7%&-1%	3%	22	10%	0%&-9%	20%	-3%
> C=CCn1cc(F)c(=O)n(CC=C)c1=O
 : -10%	-7%	-8%	11%	27	10%	3%	1%	4%
> O=C(NCCC1=CCCCC1)C1CCC(CNc2c(N3CCCC3)c(=O)c2=O)CC1 (stereo not drawn)
 : 6%	0%	25%	2%	-28	8%	-1%	4%	-8%
> CC(=O)Nc1ccc(S(=O)(=O)Oc2ccc(C(=S)N3CCCCC3)cc2)cc1
 : -13%	-27%	u	19%	0	-27%	-20%	-22%	0%
> COc1ccc(CC(=O)OCC(=O)c2ccc[nH]2)cc1
 : 1%	-7%	22%	3%	-1	4%	23%	5%	-1%
> O=C(OCC1OC(Oc2ccc(O)cc2)C(O)C(O)C1O)c1ccccc1 (stereo not drawn)
 : 5%	6%	14%	1%	10	3%	0%	4%	36%
> O=C(CNC(=S)N(CCCN1CCOCC1)Cc1cccs1)NC1CCCC1
 : -1%	-10%[11.3 µM]	-20%	9%	-1	8%	-5%	-2%	-6%
> COc1ccc(CNC(=O)CCCn2ccc3cc(S(=O)(=O)N4CCCC4)ccc32)cc1
 : -5%	u	u	21µM*	37	u	u	u	7.3µM*
> Cc1cccc(C(=O)N[C@H](C(=O)OCC(=O)NC2CCS(=O)(=O)C2)C(C)C)c1 (stereo partly drawn)
 : 3%	-8%	u	0%	19	0%	6%	16%	19%

Further results
Each structure is followed by: WRN helicase inh	ATXN2 expr inh	KB-V1 MDR tox	MCF10A rereplic	IL-1B inflam inh	HT1080 IDH1KD tx	KB-3-1 cytotox	HT1080NT lethal	SW480 rerep
> O=[N+]([O-])c1ccc(S(=O)(=O)CC2CSc3nc4ccccc4n32)cc1 (stereo not drawn)
 : -6%	u	2.6µM*	12%	57	-10%	1.8µM*	0%	u
> O=C(COc1ccc2ccc(=O)oc2c1)NCCCn1ccnc1
 : -1%	2%	9%	-1%	13	14%	-1%	1%	0%
> COC(=O)c1ccccc1NC(=O)c1cc(C2CC2)on1
 : 0%	-10%	-27%	11%	35	-1%	0%	0%	4%
> CC(C(=O)Nc1ccccc1Oc1ccccc1)c1ccccc1 (stereo not drawn)
 : -14%	-8%	-1%	0%	-14	9%	4%	7%	9%
> O=C(NCc1ccccc1)c1ccccc1C(=O)c1ncc[nH]1
 : 4%	-9%	-63%	6%	-1	18%	2%	13%	0%

3 entries from above, arranged by the value under SW480 rerep, smallest number first:
SMILES	SW480 rerep
O=C(COc1ccc2ccc(=O)oc2c1)NCCCn1ccnc1	0%
COC(=O)c1ccccc1NC(=O)c1cc(C2CC2)on1	4%
CC(C(=O)Nc1ccccc1Oc1ccccc1)c1ccccc1 (stereo not drawn)	9%

Bioassay records from PubChem BioAssay.

This is a random part of the collection; overall some 12% were active at least once.
